# PI4K2A inh – qHTS for small molecular inhibitors of PI4K2A | activity change, negative = inhibition, % at 76.9 µM | purified PI4K2A, ADP-Glo luminescence, 1 h; stronger effect = lower value | hit rate 0.13% among 420,000 | Phosphatidylinositol 4-kinase type 2-alpha (Homo sapiens), Q9BTU6; in the data active = activity change below about -50%; inconclusive = mostly about -30% to -49%;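 note: -100% = wells without enzyme as full effect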
#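 ADP-Glo luminescence measured ADP generated by PI4K2A enzyme (4 ug/mL before mixing) with 1.2 mM PI substrate (pre-mix) and 300 microM ATP (pre-mix). Tris pH7.5 buffer with MgCl2, Triton X-100; 1 h reaction at ambient temperature.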
# TrxR1 substrate – qHTS Assay for Substrates of Mammalian Selenoprotein Thioredoxin Reductase 1 (TrxR1): qHTS; Thioredoxin reductase 1, cytoplasmic (Rattus norvegicus), O89049; Potency, µM (highest dose often 114 µM), for the others: top-dose activity change, negative = substrate turnover; hit rate 0.01% among 390,000; purified TrxR1 substrate turnover, NADPH consumption readout; AID 588456, 2011; note: potency is the fitted concentration of half-maximal effect; % is set by controls: 0 for no effect and ±100 for the full control effect; nearly all actives have a fitted effect of over 50% in size
#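 Rat TrxR1, dispensed at 90 nM, was prereduced with 400 uM NADPH (final) for 5 min at ~22 deg C, then incubated with compound 15 min before 400 uM selenite. A first-read NADPH fluorescence drop versus no-compound background flagged substrates.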
# Glioma ERSR ind – qHTS for Inducers of the Endoplasmic Reticulum Stress Response (ERSR) in Human Glioma: qHTS; U87-MG GRP78 promoter luciferase reporter, 16 h; Potency, µM, for inactives: at the highest dose activation, usual class: activators; hit rate 0.02% among 420,000; note: potency is the fitted concentration of half-maximal effect; series mostly up to about 76 µM; % of control where 0% means no effect; nearly all actives have a fitted effect of over 35% in size
#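 ERSR induction read as luciferase luminescence (Bright-Glo, 10 min at room temperature) in stably transfected human U87-MG glioma cells exposed to compounds for 16 h, using GRP78 as sensor.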
# RXFP1 agonist – qHTS Assay for Agonists of the Relaxin Receptor RXFP1; Relaxin receptor 1 (Homo sapiens), Q9HBX9; HEK293T-RXFP1 cAMP TR-FRET, 30 min; response scale: percent of porcine relaxin response, buffer zero; Potency, µM (series often up to 57.5 µM), for inactives: top-dose activation, hits mostly activators; hit rate 0.3% among 370,000; AID 2676, 2010; note: potency is the fitted concentration of half-maximal effect; % is set by controls: 0 for no effect and ±100 for the full control effect; nearly all actives have a fitted effect of over 60% in size; many of its hits are not listed in these tables
# Target sequence (Q9HBX9 whole entry, looked up): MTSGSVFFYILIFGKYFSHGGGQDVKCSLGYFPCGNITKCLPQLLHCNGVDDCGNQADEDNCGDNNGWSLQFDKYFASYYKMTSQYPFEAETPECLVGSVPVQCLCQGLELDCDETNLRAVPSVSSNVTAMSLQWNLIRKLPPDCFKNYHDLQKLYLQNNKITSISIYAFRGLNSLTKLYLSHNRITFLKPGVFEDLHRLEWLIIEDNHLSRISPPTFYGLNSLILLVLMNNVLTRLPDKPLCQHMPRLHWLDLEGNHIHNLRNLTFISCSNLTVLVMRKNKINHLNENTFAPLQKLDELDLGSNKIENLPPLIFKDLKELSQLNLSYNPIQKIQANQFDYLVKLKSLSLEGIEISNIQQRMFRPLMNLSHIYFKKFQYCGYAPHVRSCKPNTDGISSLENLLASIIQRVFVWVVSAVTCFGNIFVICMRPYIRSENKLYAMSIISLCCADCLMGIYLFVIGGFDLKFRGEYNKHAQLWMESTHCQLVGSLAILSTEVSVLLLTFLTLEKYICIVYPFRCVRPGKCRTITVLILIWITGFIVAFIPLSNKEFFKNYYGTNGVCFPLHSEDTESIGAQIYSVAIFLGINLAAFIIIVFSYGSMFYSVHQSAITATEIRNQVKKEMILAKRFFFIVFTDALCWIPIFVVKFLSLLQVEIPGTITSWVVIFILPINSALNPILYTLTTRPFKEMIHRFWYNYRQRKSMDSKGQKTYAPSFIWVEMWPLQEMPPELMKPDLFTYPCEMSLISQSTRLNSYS
#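 HEK293T cells stably expressing RXFP1 were pretreated with the PDE4 inhibitor Ro 20174, exposed to compounds for 30 min at 37C, lysed, and cAMP was read by TR-FRET. Data normalized to buffer (basal) and 29 nM porcine relaxin (100%).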
# Vif-APOBEC3F blk – qHTS for Inhibitors of Vif-A3F Interactions: qHTS | Potency, µM (highest dose often 46.1 µM), inactives show top-dose activity, negative = active | HeLa A3F-eYFP + Vif (tagged APOBEC3F with the HIV-1 protein that degrades it), YFP fluorescence increase | hit rate 0.2% among 390,000; note: potency is the fitted concentration of half-maximal effect; % of control where 0% means no effect; nearly all actives have a fitted effect of over 65% in size
#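 HeLa cells stably expressing Vif plus C-terminally eYFP-tagged A3F were seeded, incubated overnight at 37 deg C, dosed with compound, incubated overnight again at 37 deg C. Yellow fluorescence (Ex 488/Em 500-530) reported blocked Vif-mediated A3F-eYFP degradation.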
# Vif-A3G inh – qHTS for Inhibitors of Vif-A3G Interactions: qHTS; hit rate 0.076% among 410,000; Potency, µM (titrated, usually from 46.1 µM), for inactives: top-dose activity, negative = active, actives largely listed as inhibitors; HeLa A3G-eYFP + Vif (tagged APOBEC3G with the HIV-1 protein that degrades it), YFP fluorescence, overnight; DNA dC->dU-editing enzyme APOBEC-3G (Homo sapiens), Q9HC16;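 note: potency is the fitted concentration of half-maximal effect; % is set by controls: 0 for no effect and ±100 for the full control effect; nearly all actives have a fitted effect of over 60% in size; hits raise eYFP signal because A3G escapes Vif-driven loss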
#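 HeLa cells stably expressing Vif and C-terminally eYFP-tagged A3G, seeded overnight at 37 deg C, then exposed to compound by pintool overnight at 37 deg C. Rise in yellow fluorescence (Ex 488/Em 500-530, Acumen) marks blocked Vif-driven A3G degradation.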
# LDHA block – qHTS assay for inhibitors of human lactate dehydrogenase | L-lactate dehydrogenase A chain (Homo sapiens), P00338 | purified LDHA, NADH/diaphorase-resazurin fluorescence; stronger effect = lower value | activity change, % (values are at about 110 or 230 µM) | hit rate 0.15% among 480,000 | AID 1347041, 2019; in the data active = activity change below about -30%; inconclusive = mostly about -25% to -30%;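 note: plate controls were DMSO wells for no effect and wells without enzyme for full effect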
#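 Resorufin fluorescence (ex540/em590), read at 0 and 20 min after diaphorase/resazurin addition, reports the NADH left after a 5 min room-temperature reaction of 2 nM human LDH5 with 0.06 mM NADH and 0.2 mM pyruvate.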
# USP1 inh – Inhibitors of USP1/UAF1: Primary Screen; Ubiquitin carboxyl-terminal hydrolase 1 (Homo sapiens), O94782; recombinant USP1/UAF1, Ub-Rhodamine cleavage fluorescence; Potency, µM (titrated, usually from 57.1 µM), without a hit: top-dose activity change, negative = inhibition, usual class: inhibitors; hit rate 0.23% among 390,000; note: potency is the fitted concentration of half-maximal effect; % is set by controls: 0 for no effect and ±100 for the full control effect; nearly all actives have a fitted effect of over 60% in size; inactives centre near -12
#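 Step one: compound is pinned into 1nM USP1/UAF1 in HEPES pH 7.8 buffer with TCEP. Step two: 15 min room-temperature incubation. Step three: Ub-Rho (150nM final) starts cleavage, tracked by fluorescence over six one-minute reads.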
# IDH1 R132H inh – qHTS for Inhibitors of mutant isocitrate dehydrogenase 1 (IDH1): qHTS; Isocitrate dehydrogenase [NADP] cytoplasmic (Homo sapiens), O75874; IDH1-R132H enzyme, NADPH consumption, diaphorase/resazurin fluorescence; Potency, µM (highest dose often 76.6 µM), inactives show at the top dose activity change, negative = inhibition, actives largely listed as inhibitors; hit rate 0.093% among 390,000; note: potency is the fitted concentration of half-maximal effect; % is set by controls: 0 for no effect and ±100 for the full control effect; nearly all actives have a fitted effect of over 65% in size
#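 IDH1-R132H (0.5 ug/mL) preincubated 30 min with compound, then NADPH (0.016 mM) and alpha-KG (2 mM) added; 80 min at RT, pH 7.5. Remaining NADPH coupled via diaphorase/resazurin to fluorescence (540/590 nm); concentration-response curves normalized to no-enzyme control.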
# * hit, by the source's call; ? = inconclusive; / = not tested or not shown; [ ] = remark or other dose. Unless noted, calls come from the whole dose curve; as a rule, active = well fitted curve in the direction sought with a large enough effect; inconclusive = small, poorly fitted or top-dose-only effect, or another doubt; inactive = no such curve, though single readings can be large; an effect the other way counts as inactive or inconclusive. An excerpt (hit frequency here may not be typical).
# Each structure is followed by: USP1 inh | Glioma ERSR ind | RXFP1 agonist | Vif-A3G inh | Vif-APOBEC3F blk | TrxR1 substrate | IDH1 R132H inh | PI4K2A inh | LDHA block
O=C(CN1C(=O)NC2(CCCC2)C1=O)N1CCN(S(=O)(=O)c2cccc(F)c2)CC1
 : -8% | -2% | -1.1% | -5% | -3% | 2% | -1% | -5 | -10
CN(C)c1cc(-c2cccc(C(F)(F)F)c2)oc(=O)c1Cl
 : -7% | -3% | / | 0% | 0% | 4%[57.1 µM] | 8% | -4 | 2
CC1(c2nnc(Cc3ccccc3)o2)CC(c2ccc([N+](=O)[O-])cc2)=NO1 (stereo not drawn)
 : -15% | -1% | 2.5% | -5% | -1% | 2% | -15% | -5 | 0
CCOc1ccc(NC(=O)CCSc2ccc3ccccc3n2)cc1
 : 3% | 2% | 13% | -5% | -1% | -8% | 3% | -4 | -2
CCN(Cc1ccccc1)C(c1ccc(C)cc1)c1nnnn1C(C)(C)C (stereo not drawn)
 : -19% | -2% | 0.3% | -1% | -7% | 8% | 2% | -4 | -6
COc1cccc(CNC(=O)CC(c2ccc(C)cc2)N2Cc3ccccc3C2=O)c1 (stereo not drawn)
 : -32% | 4% | 1.3% | -5% | -5% | 1% | -7% | -6 | -1
O=C1C2ON(c3ccccc3)C(c3cccnc3)C2C(=O)N1c1ccc(Cl)c(Cl)c1 (stereo not drawn)
 : -5% | -4% | 0.3% | -10% | 1% | -6% | -2% | -1 | 3
O=S(=O)(c1ccccc1)N1N=C(c2cccs2)CC1c1ccc(F)cc1 (stereo not drawn)
 : -31% | -3% | 4.5% | -1% | -1% | -1% | 7% | 1 | -5
COc1ccc(S(=O)(=O)N(CC(=O)NC2CCCC2)c2ccccc2OC)cc1
 : -15% | -3% | -1.7% | 0% | 2% | -6% | 2% | 1 | -7
COCCCNC(=O)Cn1nnc(-c2ccc(NC(=O)c3ccccc3OC)cc2)n1
 : ? | -1% | 3.3% | 1% | -5% | 45%[activator] | 1% | 0 | -7
CCC(C)(C)NC(=O)Nc1cc(Cl)ccc1OC
 : -20% | -5% | -1.5% | -6% | 3% | -4% | 2% | -1 | -4
C=CCOc1ccc(/C=C/C(=O)OCC(=O)N2CCCc3ccccc32)cc1
 : -13% | -5% | -0.3% | 1% | -4% | -1% | 1% | 3 | -8
COc1ccccc1-n1cnnc1SC(C)C(=O)Nc1ccc(NC(C)=O)cc1 (stereo not drawn)
 : -15% | -3% | 1.8% | -1% | -11% | 9%[57.1 µM] | 5% | -26 | -4
Cc1ccc(CN2CCC(CNc3ncnc4onc(-c5ccc(Cl)cc5)c34)CC2)cc1
 : -29% | 0% | 0.3% | -3% | -5% | -2% | 1% | 1 | -3
O=C(NCCc1ccccc1)c1ccc2nc3cc(Cl)ccc3c(=O)n2c1
 : -11% | -2% | 4.2% | 3% | 3% | 8% | -11% | 3 | -5
O=C(Nc1nnc(SCCN2CCOCC2)s1)C1CC(=O)N(c2ccccc2)C1 (stereo not drawn)
 : -15% | -3% | 0.1% | 2% | 4% | 5% | 3% | -4 | -3
O=C1c2ccccc2C2N1CCCN2C(=O)c1sc2ccccc2c1Cl (stereo not drawn)
 : -17% | 0% | / | -1% | -1% | / | -3% | 3 | -7
C/C(N)=C(/C#N)C(=O)COC(=O)c1cc(-c2ccc(C)cc2)nc2ccccc12
 : -8% | -4% | 0.6% | -6% | 1% | -5% | -7% | 2 | -2
Cc1cc(N)n(-c2ccc3ccccc3c2)n1
 : -4% | 3% | 1.3% | 0% | -1% | -1%[57.1 µM] | -2% | 1 | 6
CCOC(=O)N1CCC(NCc2c(C(=O)N(C)Cc3ccccc3)nc3ccccn23)CC1
 : -30% | -1% | -1.5% | -9% | -7% | 5% | 2% | 1 | -4

# Other records
# Each structure is followed by: USP1 inh | Glioma ERSR ind | RXFP1 agonist | Vif-A3G inh | Vif-APOBEC3F blk | TrxR1 substrate | IDH1 R132H inh | PI4K2A inh | LDHA block
Cc1ccc(C(=O)N[C@H](C(=O)Nc2ccc(F)cc2)C(C)C)cc1
 : -13% | 0% | 0.8% | 4% | 0% | -9% | 19% | 2 | -3
CC(C)C(=O)c1cn(CC(=O)O)c2ccccc12
 : -15% | -6% | -0.6% | 2% | -3% | 17%[57.1 µM] | 19% | -3 | -3
CC1=C(c2ccccc2)[N+](=O)C2(CCCCC2)N1[O-]
 : -16% | 5% | -1.9% | 4% | 1% | -1%[57.1 µM] | -6% | -11 | -9
O=[N+]([O-])c1cccc(C(=Nc2ccccc2Cl)NO)c1
 : -1% | -2% | -2.2% | 0% | -3% | 4%[57.1 µM] | 3% | -2 | 1
COc1ccc(NC(=O)CN2C(=O)C(C)Oc3ccccc32)cc1 (stereo not drawn)
 : 2% | 2% | -0.1% | 0% | 0% | -2% | -8% | 2 | -6
CCOc1ccc(NC(=O)C2CCC(CNc3c(N4CCCCC4)c(=O)c3=O)CC2)cc1 (stereo not drawn)
 : -11% | -5% | -4.1% | 1% | 1% | -8% | 12% | -3 | -6
N#Cc1ccccc1CSCCNC(=O)Cc1c(F)cccc1Cl
 : -22% | 6% | 0.1% | -3% | 0% | -2% | 3% | 3 | 1
COc1ccc(CCN2C(=O)c3ccccc3C2(O)c2ncc[nH]2)cc1OC (stereo not drawn)
 : -20% | -1% | -1.1% | 0% | -6% | 12% | 2% | 5 | 5
Oc1ccc(Oc2ncc(Cl)cc2Cl)cc1
 : -21% | -4% | -1.8% | 1% | 4% | -2% | -6% | 2 | -5
COc1ccc(N(C(=O)C(C)C)S(=O)(=O)c2cccc3cccnc23)cc1
 : 5% | -1% | 0.7% | -7% | -18% | -15% | 1% | -4 | -2
CNC(=S)N/N=C/c1cc(C)n(-c2ccc(Cl)c(Cl)c2)c1C
 : 2% | 5% | 0.4% | -22% | -2% | -18% | -4% | 3 | -7
O=c1nc2ccccc2c2n1CC(CN1CCN(C(c3ccccc3)c3ccccc3)CC1)N2 (stereo not drawn)
 : -12% | 1% | 0.3% | 1% | 5% | -2% | 8% | -17 | 0
COc1ccc(NC(=O)CC2Sc3ncnn3C2=O)cc1 (stereo not drawn)
 : -9% | -2% | 7.8% | -2% | 1% | 11%[57.1 µM] | -4% | -2 | -6
Cc1ccc(N)c(C(=O)CCCCC(=O)O)c1
 : -3% | -3% | 0.4% | -6% | 1% | -1% | 0% | 1 | 6
CC(C)(C)NC(=O)CN(C(=O)C(=O)Nc1ccc2c(c1)OCCO2)C1CC1
 : -10% | -2% | 1.7% | 1% | -9% | -6%[57.1 µM] | -1% | 0 | 0
COc1ccc(Cl)cc1Nc1nc(NCCO)nc(N2CCCCC2)n1
 : / | -5% | / | 1% | -1% | -1% | / | -1 | -4
CC(=O)c1ccc(OCc2cc(C(=O)N(C)Cc3cc(C)no3)no2)cc1
 : -25% | 4% | 4.1% | 7% | 6% | -1% | 2% | -2 | -3
O=C(c1ccc2c(c1)N(Cc1ccc(Cl)cc1)C(=O)c1ccccc1S2(=O)=O)N1CCOCC1
 : -27% | -3% | 0.3% | -1% | 6% | 9% | 27% | 2 | -1
Fc1ccccc1COc1cccc(/C=N/n2cnnc2)c1
 : -5% | -2% | 0.3% | 0% | -3% | 6%[57.1 µM] | 20% | -1 | -7
C#Cc1ccc2c(c1)COc1c3ccccc3nn1-2
 : ? | -3% | / | -14% | 6% | -3% | -5% | -12 | 0
COCc1c(C(=O)N2CCN(c3ncccn3)CC2)oc2ccccc12
 : -22% | 5% | 0.2% | 0% | -5% | 5% | -4% | 4 | -2
CC(C)[C@H](NC(=O)[C@@H]1Cc2ccccc2CN1)C(=O)Nc1ccc2c(c1)OCO2
 : -25% | 1% | 0.3% | 0% | -2% | 7% | -5% | -3 | 6
COc1ccc(C)cc1S(=O)(=O)N1CCN(c2ccccc2)CC1
 : -24% | -1% | -0.2% | -1% | 0% | 6% | 3% | 2 | 0

# Source: PubChem (National Center for Advancing Translational Sciences (NCATS))
